# Bioassay records: PubChem BioAssay, National Center for Advancing Translational Sciences (NCATS)
# Vif-APOBEC3F blk: qHTS for Inhibitors of Vif-A3F Interactions: qHTS; Potency, µM (titrated, usually from 46.1 µM), without a hit: top-dose activity, negative = active; actives 0.2% (n = 390,000); HeLa A3F-eYFP + Vif (tagged APOBEC3F with the HIV-1 protein that degrades it), YFP fluorescence increase; note: potency is the fitted concentration of half-maximal effect; % of control where 0% means no effect; nearly all actives have a fitted effect of over 65% in size
#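 HeLa cells stably expressing Vif plus C-terminally eYFP-tagged A3F were seeded, incubated overnight at 37 deg C, dosed with compound, incubated overnight again at 37 deg C. Yellow fluorescence (Ex 488/Em 500-530) reported blocked Vif-mediated A3F-eYFP degradation.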
# RGS4 inh: Inhibitors of Regulator of G Protein Signaling (RGS) 4: qHTS. Regulator of G-protein signaling 4 (Homo sapiens), P49798. Transcreener GDP fluorescence polarization, RGS4-accelerated GTP hydrolysis. Potency, µM (highest dose often 114 µM), for inactives: at the highest dose activity change, negative = inhibition, usual class: inhibitors. actives 0.039% (n = 390,000). AID 504845, 2011; note: potency is the fitted concentration of half-maximal effect; % is set by controls: 0 for no effect and ±100 for the full control effect; nearly all actives have a fitted effect of over 75% in size; some results filed as inactive show a strong effect at the top dose
#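 MLSMR compounds (23 nl, pin-transferred) preincubated 10 min at room temperature with a 500nM (2x) first reagent, then RGS4 at 900nM (2x) plus Transcreener GDP mix added; fluorescence polarization (620/688 nm) read before and after 90 min at 30 °C.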
# TrxR1 substrate: qHTS Assay for Substrates of Mammalian Selenoprotein Thioredoxin Reductase 1 (TrxR1): qHTS. purified TrxR1 substrate turnover, NADPH consumption readout. Potency, µM (doses to about 114 µM), without a hit: at the top dose activity change, negative = substrate turnover. actives 0.01% (n = 390,000). AID 588456, 2011; note: potency is the fitted concentration of half-maximal effect; % is set by controls: 0 for no effect and ±100 for the full control effect; nearly all actives have a fitted effect of over 50% in size
# Target sequence (O89049 whole entry, looked up): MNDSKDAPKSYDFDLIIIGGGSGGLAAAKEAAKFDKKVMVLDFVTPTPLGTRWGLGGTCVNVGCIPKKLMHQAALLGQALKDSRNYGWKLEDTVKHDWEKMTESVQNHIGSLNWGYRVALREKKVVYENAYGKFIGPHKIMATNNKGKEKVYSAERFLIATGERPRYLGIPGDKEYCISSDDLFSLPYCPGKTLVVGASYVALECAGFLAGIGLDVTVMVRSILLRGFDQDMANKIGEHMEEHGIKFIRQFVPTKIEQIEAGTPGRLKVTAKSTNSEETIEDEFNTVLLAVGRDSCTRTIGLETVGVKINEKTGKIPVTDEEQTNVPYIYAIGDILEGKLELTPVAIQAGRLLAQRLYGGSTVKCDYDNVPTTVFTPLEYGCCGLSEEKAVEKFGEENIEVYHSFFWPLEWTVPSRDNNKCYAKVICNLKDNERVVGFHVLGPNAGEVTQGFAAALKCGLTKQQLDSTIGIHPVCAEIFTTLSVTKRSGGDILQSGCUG
#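 Rat TrxR1, dispensed at 90 nM, was prereduced with 400 uM NADPH (final) for 5 min at ~22 deg C, then incubated with compound 15 min before 400 uM selenite. A first-read NADPH fluorescence drop versus no-compound background flagged substrates.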
# LDHA block: qHTS assay for inhibitors of human lactate dehydrogenase; AID 1347041, 2019; activity change, % (values are at about 110 or 230 µM); actives 0.15% (n = 480,000); purified LDHA, NADH/diaphorase-resazurin fluorescence; active compounds read low; L-lactate dehydrogenase A chain (Homo sapiens), P00338; in the data active = activity change below about -30%; inconclusive = mostly about -25% to -30%;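 note: plate controls were DMSO wells for no effect and wells without enzyme for full effect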
#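 Human LDH5 at 2 nM final in Tris HCl pH 7.4 with 0.06 mM NADH and 0.2 mM pyruvate, reacted 5 minutes at room temperature. Remaining NADH coupled via diaphorase/resazurin; resorufin fluorescence read at 0 and 20 minutes, normalized to enzyme-free and DMSO wells.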
# mIDH1 inhibitor: qHTS for Inhibitors of mutant isocitrate dehydrogenase 1 (IDH1): qHTS. Isocitrate dehydrogenase [NADP] cytoplasmic (Homo sapiens), O75874. IDH1-R132H enzyme, NADPH consumption, diaphorase/resazurin fluorescence. Potency, µM (top dose mostly 76.6 µM), inactives show at the top dose activity change, negative = inhibition, most hits filed as inhibitors. actives 0.093% (n = 390,000). AID 602179, 2012; note: potency is the fitted concentration of half-maximal effect; % is set by controls: 0 for no effect and ±100 for the full control effect; nearly all actives have a fitted effect of over 65% in size
#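 IDH1-R132H (0.5 ug/mL) preincubated 30 min with compound, then NADPH (0.016 mM) and alpha-KG (2 mM) added; 80 min at RT, pH 7.5. Remaining NADPH coupled via diaphorase/resazurin to fluorescence (540/590 nm); concentration-response curves normalized to no-enzyme control.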
# USP1-UAF1 inh: Inhibitors of USP1/UAF1: Primary Screen | recombinant USP1/UAF1, Ub-Rhodamine cleavage fluorescence | Potency, µM (series often up to 57.1 µM), for the others: at the top dose activity change, negative = inhibition, actives largely listed as inhibitors | actives 0.23% (n = 390,000) | AID 743255, 2014; note: potency is the fitted concentration of half-maximal effect; % is set by controls: 0 for no effect and ±100 for the full control effect; nearly all actives have a fitted effect of over 60% in size; inactives centre near -12
#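 1 nM enzyme complex + cpd, 15 min RT; start with Ub-Rho 150nM final; kinetic fluorescence ex 480/em 540, 6 reads q60 s. Buffer 50mM HEPES pH 7.8, 0.5mM EDTA, 0.1 mg/ml BSA, 1mM TCEP, 0.01% Tween-20.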
# Glioma ERSR ind: qHTS for Inducers of the Endoplasmic Reticulum Stress Response (ERSR) in Human Glioma: qHTS. U87-MG GRP78 promoter luciferase reporter, 16 h. Potency, µM, inactives show at the highest dose activation, hits mostly activators. actives 0.02% (n = 420,000); note: potency is the fitted concentration of half-maximal effect; series mostly up to about 76 µM; % of control where 0% means no effect; nearly all actives have a fitted effect of over 35% in size
#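 Stably transfected U87-MG glioma cells carrying a GRP78-based luciferase sensor; 16 h compound incubation. Luminescence end-point read 10 min after Bright-Glo addition at room temperature.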
# Vif-A3G inh: qHTS for Inhibitors of Vif-A3G Interactions: qHTS; Potency, µM (highest dose often 46.1 µM), for inactives: at the top dose activity, negative = active, usual class: inhibitors; AID 602310, 2012; HeLa A3G-eYFP + Vif (tagged APOBEC3G with the HIV-1 protein that degrades it), YFP fluorescence, overnight; actives 0.076% (n = 410,000); DNA dC->dU-editing enzyme APOBEC-3G (Homo sapiens), Q9HC16;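 note: potency is the fitted concentration of half-maximal effect; % is set by controls: 0 for no effect and ±100 for the full control effect; nearly all actives have a fitted effect of over 60% in size; hits raise eYFP signal because A3G escapes Vif-driven loss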
# Target sequence (Q9HC16 whole entry, looked up): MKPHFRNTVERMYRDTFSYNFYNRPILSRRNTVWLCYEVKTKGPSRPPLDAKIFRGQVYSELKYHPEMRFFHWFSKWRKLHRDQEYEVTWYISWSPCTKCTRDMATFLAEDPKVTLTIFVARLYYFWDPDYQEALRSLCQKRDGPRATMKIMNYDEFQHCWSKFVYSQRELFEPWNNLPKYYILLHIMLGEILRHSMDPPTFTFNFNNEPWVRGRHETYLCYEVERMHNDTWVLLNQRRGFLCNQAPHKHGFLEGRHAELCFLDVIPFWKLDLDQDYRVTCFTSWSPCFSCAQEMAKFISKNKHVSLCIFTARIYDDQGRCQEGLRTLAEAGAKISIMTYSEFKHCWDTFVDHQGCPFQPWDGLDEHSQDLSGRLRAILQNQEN
#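 Read-out is eYFP fluorescence (Ex 488/Em 500-530) from Vif-expressing HeLa A3G-eYFP cells; more signal means A3G escaped Vif-mediated degradation. Cells plated overnight, compound pinned in, incubated overnight at 37 deg C.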
# TrxR1 inh: qHTS Assay for Inhibitors of Mammalian Selenoprotein Thioredoxin Reductase 1 (TrxR1): qHTS. actives 1% (n = 390,000). recombinant rTrxR1, NADPH fluorescence consumption, selenite substrate. Potency, µM (doses to about 114 µM), without a hit: top-dose activity change, negative = inhibition, usual class: inhibitors. Thioredoxin reductase 1, cytoplasmic (Rattus norvegicus), O89049; note: potency is the fitted concentration of half-maximal effect; % is set by controls: 0 for no effect and ±100 for the full control effect; nearly all actives have a fitted effect of over 65% in size
#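 Rat TrxR1 (90 nM in the dispensed reagent) was pre-reduced with 400 uM NADPH for 5 min at room temperature, then incubated with compound for 15 min. After 400 uM selenite was added, NADPH fluorescence (Ex 340/Em 450 nm) was followed for 8 min.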
# * = called active by the depositor; u = inconclusive; x = no result given; & = joins results of further samples; [ ] = another dose, or the depositor's remark. Unless noted, calls come from the whole dose curve; as a rule, active = well fitted curve in the direction sought with a large enough effect; inconclusive = small, poorly fitted or top-dose-only effect, or another doubt; inactive = no such curve, though single readings can be large; an effect the other way counts as inactive or inconclusive.
SMILES,Vif-APOBEC3F blk,RGS4 inh,TrxR1 substrate,LDHA block,mIDH1 inhibitor,USP1-UAF1 inh,Glioma ERSR ind,Vif-A3G inh,TrxR1 inh
O=C(OC(C(=O)NCC1CCCO1)c1ccc(F)cc1)c1ccco1 (stereo not drawn),1%,-27%,5%[57.1 µM],-8,-5%,-11%,-5%,-1%,3%[57.1 µM]
CC(=O)N1c2ccc(S(=O)(=O)N3CCCC(C(=O)Nc4cccc(F)c4)C3)cc2CC1C (stereo not drawn),5%,10%,1%[57.1 µM],-5,-7%,-3%,-2%,1%,41%
Cc1cc(-c2nc3ccccc3c(=O)o2)ccc1[N+](=O)[O-],5%,-28%,1%,-1,0%,-20%,2%,-7%,15%
CCOC(=O)c1c(C2COc3ccccc3O2)csc1NC(=O)c1ccco1 (stereo not drawn),0%,u,6%,1,7%,-13%,-5%,4%,27%
CCCc1nc2c(nnn2Cc2ccccc2Cl)c(=O)[nH]1,8%,-17%,-5%[57.1 µM],-2,-3%,-14%,-3%,-1%,20%[57.1 µM]
CSCCC(NC(=O)c1ccccc1)C(=O)NCCCn1nc(C)cc1C (stereo not drawn),-1%,19%,-1%,-1,0%,-7%,-2%,0%,20%
Cc1nn(C)cc1/C=N/NC(=O)Cn1nccc1C,-6%,23%,-2%,-2,-1%,-4%,-2%,1%,10%
Cn1ccnc1SCc1ccc(Cl)cc1Cl,-9%,-2%,6%,-6,2%,-19%,-4%,3%,22%
O=C(NC1=NCCS1)c1ccc(Cl)c(S(=O)(=O)N2CCCC2)c1,-7%,-3%,4%[57.1 µM],7,8%,-12%,2%,0%,7%[57.1 µM]
Nn1c(SCC(=O)Nc2ccc(F)cc2F)nnc1-c1cccnc1,-3%,-5%,9%,-3,-2%,-15%,5%,2%,16%
CCC(=O)C1=C(c2ccc(F)cc2)N(C(=O)CC)n2cnnc2S1,1%,-54%,7%[57.1 µM],-20,u,u,-6%,4%,-24%[57.1 µM]
CCOc1ccccc1OCCOCCOc1ccccc1[N+](=O)[O-],-8%,10%,0%,-10,4%,-8%,-1%,-3%,10%
CCOC(=O)C(C)Sc1nc(=O)n2ccccc2n1 (stereo not drawn),5%,u,14%[57.1 µM],-8,8%,-5%,1%,1%,24%[57.1 µM]
O=C(CCNS(=O)(=O)c1ccccc1)NCCCSc1ccccc1,-5%,-25%,-6%,-4,4%,-3%,-5%,-4%,10%
Cn1ncc(N=Cc2ccccc2)c1C(N)=O,-16%,-14%,-7%,8,7%,-18%,-2%,0%,-13%
COc1ccccc1NC(=O)Cn1c(O)c(N=NC(=O)c2ccccc2O)c2ccccc21,0%,u,-3%,-16,-7%,-23%,5%,-5%,0%
COCCNc1ccc(S(=O)(=O)N2CCCC2)cn1,11%,22%,20%,-3,13%,-15%,1%,0%,28%[57.1 µM]
COc1ccc(S(=O)(=O)c2ccc(OC)c(OC)c2)cc1OC,u,14%,-6%,2,-3%,4%,1%,1%,-4%
COc1cc(C(=O)NCC(=O)n2nc(C)cc2C)cc(OC)c1OC,0%,10%,5%,-1,-1%,-17%,-4%,3%,18%
COC(=O)CSc1nc2cc(OC)ccc2n1C,-4%,24%,-5%,-5,-9%,-1%,-1%,-3%,-2%
Cc1ccc(C)c(NC(=O)N2CCc3ccccc3C2)c1,2%,21%,10%,-1,-3%,-22%,4%,-2%,24%
COc1ccc(C=NCCCN2CCOCC2)cc1,5%,-31%,-10%,-5,0%,-7%,-3%,1%,19%[57.1 µM]
CCOCCCNCc1ccc(OC)cc1,-7%,23%,11%[57.1 µM],-2&-24,4%,-10%,-2%,0%,5%[57.1 µM]
COc1ccc(C(=O)OCC(=O)c2ccc3c(c2)NC(=O)CO3)cc1OC,5%,20%,2%,-10,-17%,-17%,-5%,-17%,11%
COc1nc2ccccc2nc1N1CCN(c2ccc(F)cc2)CC1,2%,-4%,7%,0,11%,-14%,-2%,4%,16%
O=C(CSc1ncc(-c2ccccc2)nn1)NCc1ccco1,4%,-16%,6%,5,2%,-13%,-3%,3%,-42%[57.1 µM]
O=C(C[C@H]1C(=O)N(Cc2cccnc2)C[C@@H]1Cc1ccccc1)Nc1ccc(Br)cc1,5%,x,x,3,1%,u,-5%,-7%,x
CCN(C1CCCCC1)S(=O)(=O)c1ccc(S(=O)(=O)N(CC(=O)Nc2ccccc2)C2CC2)cc1,0%,-2%,-2%,0,6%,-19%,-6%,-4%,25%
CCCNC(=O)NCc1ccc(N2CCCC2=O)cc1,8%,-26%,-8%,-2,0%,-9%,-3%,0%,-12%
COc1ccc(-n2nc(C(=O)NCC(=O)NC3CCCC(C)C3C)c3ccccc3c2=O)c(OC)c1 (stereo not drawn),10%,4%,0%[57.1 µM],-4,-4%,-14%,-6%,3%,16%[57.1 µM]
COc1ccc(Cl)cc1NC(=O)c1cc(C)no1,18%,3%,4%,-1,15%,-4%,-1%,0%,11%
CCN1C(=O)c2ccccc2S(=O)c2ccc(C(=O)NC3CC3)cc21 (stereo not drawn),-6%,-6%,6%[57.1 µM],-15,-20%,-10%,-5%,0%,15%[57.1 µM]
CN1C(=O)C2ON(c3ccccc3)C(c3cccs3)C2C1=O (stereo not drawn),-1%,-7%,12%[57.1 µM],0,4%,-16%,-2%,-2%,5%[57.1 µM]
CCOc1ccc2nc(N3CCCC(C(=O)Nc4ccc(CC)cc4)C3)sc2c1 (stereo not drawn),-7%,-8%,-2%,-1,-4%,-18%,0%,-2%,10%
CCCCCN1C=CC=C/C1=C\C=C(C#N)C#N,u,6%,-20%[57.1 µM],-2,8%,-23%,-2%,u,18%[57.1 µM]
COc1cc(-c2csc(NC3CCCCC3)n2)cc(OC)c1OC,2%,-16%,-2%,-5,6%,-12%,-1%,-6%,4%
Cc1ccccc1/C(N)=N/OC(=O)N1c2ccccc2Sc2ccccc21,-10%,-23%,3%,1,7%,-16%,6%,-8%,24%
CC(=O)C1=C(c2ccccc2)OC(N)=C(C#N)C1c1ccccc1F (stereo not drawn),-28%,-13%,-6%,11,2%,-16%,-2%,1%,-14%
COc1ccc(/C=C(/NC(=O)c2ccc(OC)c(OC)c2)C(=O)NCCc2c[nH]c3ccccc23)cc1,9%,13%,-2%,-6,2%,-21%,-4%,1%,-5%
CCCCCC(=O)N1C[C@H](n2cc(C3CC3)nn2)[C@@H](O)C[C@@H]1c1ccc(Cl)cc1,-7%,x,x,-19,-11%,-24%,-2%,3%,x
CC(=O)N1CCCc2cc(S(=O)(=O)N3CCC(C(=O)NC4CCCCC4)CC3)ccc21,2%,2%,0%[57.1 µM],-11,-3%,3%,-3%,0%,12%[57.1 µM]
Cc1cc(S(=O)(=O)Nc2nc(CN3CCOCC3)nc3sc4c(c23)CCCC4)ccc1F,-16%,26%,3%[57.1 µM],2,1%,-13%,-1%,-5%,-5%[57.1 µM]
C#CCN(C[C@@H]1[C@@H](OC(=O)NCCCCCC)[C@@H](OC(=O)NCCCCCC)Cn2c(=O)n(CCCCCC)c(=O)n21)S(=O)(=O)c1ccc(C)cc1,-1%,x,x,-9,1%,-9%,-7%,-4%,x
COc1ccc(CN2C(=O)c3ccccc3C2=O)cc1C(=O)N(C)CC(=O)Nc1ccc(C)cc1,3%,x,x,-5,6%,-28%,-6%,-4%,x
CCc1ccc(Nc2nc3ccccc3c3nnc(C)n23)cc1,-7%,-1%,-4%,-2,10%,-8%,-2%,-1%,12%
O=C(Nc1ccc(Br)cc1F)C1CC(=O)N(C2CCCCC2)C1 (stereo not drawn),2%,0%,-6%,-2,9%,-12%,-2%,-2%,-14%
O=C(Nc1cc(S(=O)(=O)Nc2ccccc2Cl)ccc1O)c1ccc(F)cc1F,-9%,-17%,-10%[57.1 µM],3,5%,-9%,6%,4%,2%[2.29 µM]
CN(C(=O)COc1coc(CN2CCN(c3ccccc3)CC2)cc1=O)c1ccccc1,-3%,-5%,3%,-1,5%,-19%,0%,0%,13%

# These rows are one share of the data; the hit share may differ from the screen's.
